CHO-K1 Ca antag: counter-screen for M1 antagonists: effect in parental CHO-K1 cells | ATP-induced calcium, Fluo-8 fluorescence | inhibition, % at 3 µM | 360,000 tested, 0.6% active;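 active = inhibition above a per-plate cutoff, the plate's mean sample inhibition plus 3 SD, cut at about 24% in these data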;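 note: 0% = DMSO plus EC80 ATP and 100% = DMSO alone without ATP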
CHO parental Ca: ATP-evoked calcium signal inhibitors, parental CHO, primary screen, counter-screen for OX1R antagonist project, cell-based, fluorescence, Fluo-8 calcium dye; parental CHO-K1, ATP-induced calcium, Fluo-8 fluorescence; inhibition, % at 5.6 µM; 330,000 tested, 0.63% active;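 active = inhibition above that plate's mean sample inhibition plus 3 SD, cut at about 26% in these data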;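 note: 0% = ATP-challenged DMSO wells and 100% = DMSO wells without ATP; some compounds past the cut are filed as inactive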
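Assay system: untransfected parental CHO cell line. Also added: ATP agonist challenge. Dosing: one dose, 5.6 µM nominal. Measured by: Fluo-8 fluorescence. Read-out: % inhibition. Benchmarks: ATP wells versus no-ATP DMSO wells. Repeats: no replicates.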
M4 ag: human M4 muscarinic receptor agonists, primary screen, CHO-K1 cells, Fluo-8 calcium fluorescence | CHO-K1 hM4/Gqi5; vehicle 0%, full acetylcholine response 100% | 360,000 tested, 0.14% active | activation, % at 3 µM | Muscarinic acetylcholine receptor M4 (Homo sapiens), P08173;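 active = activation above the run mean over all test wells plus 3 SD, cut at about 32% in these data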;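 note: peak over basal fluorescence ratio per well then scaled between controls; 0% = DMSO wells and 100% = acetylcholine at EC100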
M1 PAM: human M1 muscarinic receptor positive allosteric modulators, primary screen, CHO-K1 cells, Fluo-8 calcium fluorescence, 1536-well | activation, % at 3 µM | 360,000 tested, 0.088% active | CHO-K1 hM1, ACh EC20; 0% = ACh EC20, 100% = maximal ACh | Muscarinic acetylcholine receptor M1 (Homo sapiens), P11229; in the data active = activation above about 19%, passing the limit was not always enough
Target sequence (P11229 whole entry, looked up): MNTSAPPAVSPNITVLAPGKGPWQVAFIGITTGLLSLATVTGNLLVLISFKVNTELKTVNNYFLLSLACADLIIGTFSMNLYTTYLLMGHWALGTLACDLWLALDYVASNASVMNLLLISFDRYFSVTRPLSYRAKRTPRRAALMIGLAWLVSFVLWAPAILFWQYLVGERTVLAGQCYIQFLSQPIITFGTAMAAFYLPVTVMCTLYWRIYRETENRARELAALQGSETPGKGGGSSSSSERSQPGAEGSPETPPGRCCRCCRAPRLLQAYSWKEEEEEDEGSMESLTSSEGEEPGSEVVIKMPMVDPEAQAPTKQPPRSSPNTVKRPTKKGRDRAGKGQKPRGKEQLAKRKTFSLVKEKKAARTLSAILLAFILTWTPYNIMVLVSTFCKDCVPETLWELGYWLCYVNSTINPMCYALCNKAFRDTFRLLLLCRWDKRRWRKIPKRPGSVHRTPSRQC
M1 ag: human M1 muscarinic receptor agonists, primary screen, Fluo-8 calcium fluorescence, CHO-K1 cells, HTS | 360,000 tested, 0.33% active | CHO-K1 hM1, agonist mode; 0% DMSO, 100% acetylcholine EC100 | AID 588814, 2011 | activation, % at 3 µM | Muscarinic acetylcholine receptor M1 (Homo sapiens), P11229;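 active = activation above the run's mean compound activation plus 3 SD, cut at about 16% in these data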;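 note: peak over basal fluorescence ratio within a 140 s kinetic read after compound addition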
CHRM4 antagonist: human M4 muscarinic receptor antagonists, primary screen, CHO cells, Fluo-8 calcium fluorescence. Muscarinic acetylcholine receptor M4 (Homo sapiens), P08173. CHO-hM4 cells, ACh EC80. inhibition, % at 3 µM. 360,000 tested, 0.73% active;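 active = inhibition above its plate's cutoff, the mean inhibition of sample wells plus 3 SD, cut at about 27% in these data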;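 note: 0% = acetylcholine EC80 with DMSO and 100% = DMSO without agonist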
M1 antag: human M1 muscarinic receptor antagonists, primary screen, CHO-K1 cells, Fluo-8 calcium fluorescence, 1536-well. AID 588852, 2011. inhibition, % at 3 µM. Muscarinic acetylcholine receptor M1 (Homo sapiens), P11229. 360,000 tested, 1.3% active. CHO-K1 hM1, ACh EC80 antagonist;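 active = percent inhibition above its own plate's cutoff, namely the mean of that plate's compound wells plus 3 SD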;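 note: peak over basal fluorescence ratio during 140 s after agonist addition; 0% = ACh EC80 plus DMSO and 100% = DMSO alone without agonist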
OXTR potentiator: human OXTR potentiators, primary screen, fluorescence, CHO-OTR cells, Fluo-8 calcium | Oxytocin receptor (Homo sapiens), P30559 | activation, % at 3 µM | Fluo-8 calcium fluorescence, potentiator mode; 0% = oxytocin EC15, 100% = EC100 | 320,000 tested, 0.061% active;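 active = activation above that plate's cutoff, the mean activation of tested compounds plus 3 SD, cut at about 6.6% in these data, passing the limit was not always enough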;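 note: 100% uses oxytocin at 75 nM as the full agonist control; some results filed as inactive read as strong as hits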
Target sequence (P30559 whole entry, looked up): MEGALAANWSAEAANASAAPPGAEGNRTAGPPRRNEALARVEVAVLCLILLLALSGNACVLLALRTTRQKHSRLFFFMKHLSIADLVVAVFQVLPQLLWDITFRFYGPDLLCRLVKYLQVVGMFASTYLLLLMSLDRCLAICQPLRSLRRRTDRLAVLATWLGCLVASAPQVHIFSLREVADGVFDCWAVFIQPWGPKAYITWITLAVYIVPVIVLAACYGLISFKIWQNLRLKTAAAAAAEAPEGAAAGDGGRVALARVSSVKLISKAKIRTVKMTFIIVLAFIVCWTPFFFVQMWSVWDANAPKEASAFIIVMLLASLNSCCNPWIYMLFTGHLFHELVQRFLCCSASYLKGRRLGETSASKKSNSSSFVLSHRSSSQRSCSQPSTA
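System: human OTR in CHO cells / Also added: sub-maximal oxytocin, roughly EC15 / Control set: EC15 oxytocin low, 75 nM oxytocin high / Schedule: 6 min compound pre-incubation at room temperature, 100 s kinetic read / Compound: single-point 3.0 µM / Replication: singlicate / Technique: Fluo-8 calcium dye fluorescence / Read-out basis: % activation of max/min ratio relative to oxytocin controls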
M1 ag parental: counter-screen for M1 agonists: effect in parental CHO-K1 cells. activation, % at 3 µM. Fluo-8 calcium fluorescence; scaled to maximal ATP response, vehicle zero. 360,000 tested, 0.48% active; in the data active = activation above about 15%;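 note: untransfected CHO-K1 host cells lacking M1 receptor as counterscreen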
* hit, by the source's call; / = not tested or not shown.

No.	structure	CHO-K1 Ca antag	CHO parental Ca	M4 ag	M1 PAM	M1 ag	CHRM4 antagonist	M1 antag	OXTR potentiator	M1 ag parental
1	CCc1ccc(S(=O)(=O)NC(CC(=O)O)c2ccccc2)cc1 (stereo not drawn)	2	3	0	-8	-10	11	21	-1	0.0
2	O=C(N/N=C/c1ccccc1)c1cc(-c2ccc3c(c2)OCO3)n[nH]1	-1	-9	3	-2	-6	3	-1	3	2.5
3	Cc1ccc(C2CC(c3ccccc3)=NN2C(=O)CSc2nnc(-c3ccc(Cl)cc3)o2)o1 (stereo not drawn)	3	-1	2	2	-4	-3	-1	-13	-0.1
4	CCC(CC)C(=O)Nc1nnc(CCc2ccccc2)s1	-5	-19	-2	15	3	0	1	3	-0.8
5	CC(NC(=O)C1CCN(Cc2ccccc2)CC1)c1cccc2ccccc12 (stereo not drawn)	10	/	2	-14	-8	5	22	/	0.8
6	O=C(c1ccc(F)cc1)C1CCN(C(=O)c2ccccc2)CC1	14	0	1	0	0	0	-4	-7	-0.1
7	Cc1ccc(SCCC(=O)N/N=C/c2cccnc2)cc1	-6	-19	8	0	-3	1	-1	-17	3.1
8	CCCCN(CCCC)S(=O)(=O)c1ccc(SCC(=O)OCC)c([N+](=O)[O-])c1	-9	-8	0	-17	-5	7	18	-9	-0.6
9	COc1cc(C(=O)Nc2ccc(NC(=O)C(C)C)nc2)cc(OC)c1OC	9	-3	1	2	-5	6	-2	-1	-0.1
10	CN(C(=O)COC(=O)c1ccc2ccccc2n1)C1CCCCC1	-8	0	2	3	-4	2	-12	-6	-0.8
11	CCN1CCN(c2ccc(S(=O)(=O)N3CCOCC3)cc2NC(=O)CC(C)C)CC1	0	1	1	6	-4	0	-7	2	1.0
12	Cc1ccc(C(=O)N(CC(C)C)c2c(N)n(Cc3ccccc3)c(=O)[nH]c2=O)o1	-13	-10	1	19	0	-13	-14	-5	0.2
13	Cc1ccc(NS(=O)(=O)c2ccc(Br)cc2)nc1	-14	10	1	13	-9	0	-11	-7	0.2
14	COc1ccc(CCNC(=O)CSc2c[nH]c3ccccc23)cc1OC	-1	-5	3	3	1	-12	-10	-3	1.4
15	COCCn1ccc2c(OCC(=O)Nc3ccccc3OC)cccc2c1=O	4	-18	14	-2	-2	-4	5	-11	6.0
16	COc1ccc(CCNC(=O)CCNS(=O)(=O)c2cccc3nonc23)cc1OC	-11	-9	0	-3	-4	4	10	2	0.8
17	CC1(C(=O)O)CCC(C(=O)Nc2ccccc2O)C1(C)C (stereo not drawn)	15	2	0	7	-3	0	-9	2	-0.2
18	Cc1ccc(NC(=O)Cn2nc([N+](=O)[O-])c(Br)c2C)cc1C	-2	-14	3	-11	-8	-1	8	-4	0.1
19	Cc1nnc(NC(=O)CCNC(=O)c2ccccc2Cl)s1	-13	-7	1	5	-4	-8	-5	-23	-0.1
20	OCCCNc1ncnc2c1ncn2[C@H]1CN(C2CCCC2)C[C@@H](CO)O1	3	/	1	-5	-4	-4	7	/	0.1
21	COc1cc(CC2C(=O)OCC2C(=O)c2ccc3c(c2)OCO3)cc(OC)c1OC (stereo not drawn)	-1	/	2	8	-2	-1	0	/	1.1
22	O=C(CN1C2CCC1CC(NC(=O)NC1CCCCC1)C2)NC1CC1 (stereo not drawn)	-10	0	0	-4	-5	0	0	-9	-0.1
23	C=CCOc1ccc(/C=N\NC(N)=S)cc1	6	-3	1	16	-8	4	-11	0	0.5
24	CCC(=NNC(=O)c1cccc(S(=O)(=O)N2CCOCC2)c1)c1ccccc1	-3	-12	1	-1	-5	-2	12	-2	0.1
25	COc1ccccc1NS(=O)(=O)c1cc(NC(=O)c2cnccn2)ccc1N1CCOCC1	-5	1	7	2	-3	-8	-5	-4	2.6
26	COc1ccc(S(=O)(=O)CC(O)CN2CCCC2=O)cc1 (stereo not drawn)	-8	-1	1	-1	-4	0	3	1	0.1
27	CCn1c(SCC(=O)N/N=C/C=C\c2ccccc2[N+](=O)[O-])nnc1-c1ccccc1	17	-28	3	1	-5	4	-7	0	1.7
28	CCOC(=O)N1C2=NC(C(=O)OC)=C(C(=O)OC)[C@@H]3N(C)c4ccc(OC)cc4[C@]23C[C@H]1C(=O)OC	-3	-20	2	-13	-1	4	24	3	0.3
29	COc1ccc(Cl)cc1-n1c(N)c(C(N)=O)sc1=S	-6	1	10	3	5	-1	-3	-2	5.6
30	CCn1c(CNC(=O)c2cccc(C)c2)nnc1SCC(=O)Nc1nnc(C)s1	-5	-7	0	9	-5	-7	-14	-6	0.2
31	Cc1cc(C(=O)OCC(=O)NCc2cccs2)ccc1[N+](=O)[O-]	-16	-13	6	3	2	0	-9	0	3.2
32	Cc1ccccc1Cn1cnc2c(cnn2C(C)(C)C)c1=O	-8	-1	5	9	-1	-7	-9	-28	1.3
33	C(=N\Nc1ncnc2ccccc12)/c1ccccc1	-7	-19	3	7	-2	0	-14	-4	0.8
34	Cc1ccc(-n2c(C)c(C)c3c(NCCCO)ncnc32)cc1	-21	/	0	7	-11	-1	-17	/	-0.3
35	COc1ccc(/C=C2\SC(=O)N(CCC(=O)NC3CCS(=O)(=O)C3)C2=O)cc1 (stereo not drawn)	-12	0	4	8	-2	-5	8	-4	2.8
36	CN(C)CCNC(=O)COc1cccc(Cl)c1	9	-13	1	-4	-4	2	4	3	-0.4
37	COc1ccccc1CN1CCN(Cc2nc(-c3ccccc3)no2)CC1	-12	-22	1	4	-6	2	-7	-13	2.4
38	O=C(COC(=O)c1cccs1)Nc1nc(-c2ccccc2)cs1	3	0	0	5	2	1	-3	-8	0.3
39	CC(Oc1ccc(Cl)cc1Cl)C(=O)NC(Cc1ccccc1)C(=O)O (stereo not drawn)	-12	/	0	10	-5	0	-14	/	0.3
40	Cc1ccc(NC(=O)CSc2ccc(-c3ccc(-n4cccn4)cc3)nn2)c(C)c1	-4	-13	0	4	-4	-4	-1	5	0.8
41	Cc1ccc(SCC(=O)Nc2ccc(N3CCN(C)CC3)c(F)c2)cc1	-1	-11	2	1	-5	9	4	2	1.1
42	COc1cccc(N2CCN(C(=O)c3oc4ccccc4c3NC(=O)CCc3cc(OC)no3)CC2)c1	0	-7	11	-9	-2	-4	19	-14	3.8
43	CCN(Cc1ccccc1)C(=O)COC(=O)Cc1c[nH]c2ccccc12	25*	/	4	0	-3	-7	3	/	4.8
44	COc1ccc(-c2cc(C(=O)Nc3cc(Br)ccc3O)no2)cc1	-2	-5	0	13	-3	-3	-9	-10	0.3
45	O=C(c1cc2sccc2n1Cc1ccc(F)cc1)N1CCCc2ccccc21	-21	-45	-1	1	-3	-11	-22	-22	0.9
46	CCc1nnc(NC(=O)c2ccc(COc3cccc(C)c3)o2)s1	-13	7	3	9	-3	-11	-6	-9	1.0
47	COc1ccc(NC(=O)CSc2nc(=O)n(CCN3CCOCC3)c3c2CCC3)cc1	14	-8	0	-1	-5	0	2	-5	-0.6
48	CCOC(=O)c1c(-c2ccc(C)cc2)csc1/N=C(\C)C1=C(O)c2ccccc2C1=O	-5	-5	0	-1	-5	1	6	-3	-0.4
49	Cc1ccc2nc(C)cc(C(=O)OCC(=O)Nc3cccnc3Cl)c2c1	-9	-19	9	1	-2	-13	2	-19	1.2
50	Cc1ccccc1NC(=O)Cc1nc(COC(=O)c2ccccn2)cs1	-2	-20	2	15	-1	-10	-20	-3	0.5
51	Cc1nc2c(sc3nc4c(cc32)COC(C)(C)C4)c(=O)n1Cc1ccccc1	2	0	1	12	-2	-15	-41	-3	0.3
52	COc1ccc(C2CC(C)(c3ccc(OC)cc3)Nc3ccccc3N2)cc1 (stereo not drawn)	6	-35	0	0	-4	3	2	3	0.1
53	CC(NC(=O)COC(=O)CN1C(=O)C2CCCCC2C1=O)c1ccccc1 (stereo not drawn)	-5	-10	0	4	0	-2	-6	0	-0.1
54	CNc1ccc(/C=C/C(=O)c2ccc3c(c2)OCCO3)cc1[N+](=O)[O-]	-7	-11	1	2	-4	5	-8	-8	0.0
55	CCCN(CCC)S(=O)(=O)c1ccc(NS(=O)(=O)c2ccc(F)cc2)cc1	-2	-7	2	-1	-2	8	4	-10	2.3
56	Cc1onc(-c2c(F)cccc2Cl)c1C(=O)Nc1cc2cc([N+](=O)[O-])ccc2oc1=O	6	/	2	-8	-7	-2	7	/	0.5
57	OC1CN=C2CCCc3c2n(c2ccc(Cl)cc32)C1 (stereo not drawn)	-9	9	2	7	-2	-3	-20	-7	0.5
58	O=C(O)C(Cc1c[nH]c2ccccc12)NS(=O)(=O)c1ccc(Cl)cc1 (stereo not drawn)	-21	12	2	7	-4	-3	-8	0	1.4
59	CC1CCCC(C)N1/N=C/C=C/c1ccccc1[N+](=O)[O-] (stereo not drawn)	-12	-1	0	2	-5	1	-2	-4	0.7
60	O=C1CCCN1CCCNC(=S)Nc1ccccc1Cl	-10	-29	2	8	-5	2	-8	-6	0.1

Continuation.
No.	structure	CHO-K1 Ca antag	CHO parental Ca	M4 ag	M1 PAM	M1 ag	CHRM4 antagonist	M1 antag	OXTR potentiator	M1 ag parental
61	COc1ccc(NC2=C3CC(C)CC=C3N(c3ccc(OC)cc3)C2=O)cc1 (stereo not drawn)	-1	-8	0	3	-6	-4	0	-9	0.4
62	CC1Cc2ccccc2N1CC(=O)Nc1ccc(Cl)c(S(=O)(=O)N(C)C)c1 (stereo not drawn)	-16	-3	2	7	-3	6	-7	-13	1.1
63	Cc1ccc(C)c(N2CC(C(=O)Nc3nccs3)CC2=O)c1 (stereo not drawn)	-23	-10	3	10	-3	9	3	-8	1.5
64	COc1cc(OC)cc(-c2nc3cc(C)ccc3o2)c1	-2	-16	-2	1	-5	4	0	-1	0.2
65	O=C(O)CC(NC(=O)c1cccc([N+](=O)[O-])c1)c1ccc2c(c1)OCO2 (stereo not drawn)	-3	1	1	8	-7	3	-4	-6	0.3
66	C=CCNC(=S)NNC(=O)c1ccc2c(c1)OCO2	0	7	1	5	-4	1	-2	7	0.7
67	O=C1c2ccc([N+](=O)[O-])cc2C(=O)N1c1ccc([N+](=O)[O-])cn1	15	12	1	11	0	-9	4	-2	-0.2

High-throughput results as filed in PubChem.

Compounds as they come; overall some 2.9% were active at least once.
